Source: PubChem
TAAR1 agonist: human TAAR1 agonism | Q96RJ0 | CHO RD-HGA16 TAAR1, Fluo-8 calcium fluorescence; vehicle wells 0%, saturating PEA agonist 100% | activation, % at 3 µM | 0.99% of 360,000 active | AID 624467;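 active means activation above the mean activation of all test compounds in the run plus 3 SD, cut at about 38% in these data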
Target sequence (Q96RJ0 whole entry, looked up): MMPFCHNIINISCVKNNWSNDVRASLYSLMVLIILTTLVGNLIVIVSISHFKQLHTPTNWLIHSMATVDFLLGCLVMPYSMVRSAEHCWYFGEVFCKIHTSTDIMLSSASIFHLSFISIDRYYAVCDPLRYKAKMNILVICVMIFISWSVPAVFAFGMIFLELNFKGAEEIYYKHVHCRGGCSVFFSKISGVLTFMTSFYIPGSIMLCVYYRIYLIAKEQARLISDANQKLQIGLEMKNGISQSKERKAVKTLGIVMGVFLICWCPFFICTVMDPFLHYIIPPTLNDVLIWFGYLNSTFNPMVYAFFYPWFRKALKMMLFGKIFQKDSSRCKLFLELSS
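Benchmarks: low control DMSO, high control PEA (EC100); System: CHO RD-HGA16 cells carrying human TAAR1 plus Gα16; Detection: Fluo-8 fluorescence, 5 s baseline then 140 s kinetic read; Schedule: 17-24 h plating, Fluo-8 75 min 37 °C, 30 min RT; Read-out basis: % activation from peak over basal fluorescence ratio, DMSO-to-PEA scaled.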
CHO-K1 Ca ag: nonselective activator or artifact in parental CHO-K1 cells. Fluo-8 calcium fluorescence; scaled to maximal ATP response, vehicle zero. activation, % at 3 µM. 0.48% of 360,000 active. AID 602248; in the data active means activation above about 15%;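 further: untransfected CHO-K1 host cells lacking M1 receptor as counterscreen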
V1aR counter: V1a receptor agonism, counter-screen for OXTR agonists | 0.25% of 320,000 active | CHO-V1R cells, Fluo-8 calcium fluorescence, agonist mode; 0% DMSO, 100% 3 nM vasopressin | activation, % at 3 µM;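 active means activation above the mean activation of all tested compounds plus 3 SD, per screening run, cut at about 20% in these data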;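 further: signal is peak over basal fluorescence ratio across a 100 second FLIPR read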
CHO-K1 Ca antag: M1 antagonist counterscreen hit in parental CHO-K1 cells; ATP-induced calcium, Fluo-8 fluorescence; inhibition, % at 3 µM; 0.6% of 360,000 active; AID 602250;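 active means inhibition above a per-plate cutoff, the plate's mean sample inhibition plus 3 SD, cut at about 24% in these data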;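 further: 0% = DMSO plus EC80 ATP and 100% = DMSO alone without ATP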
TAAR1 antagonist: human TAAR1 antagonism | inhibition, % at 3 µM | Q96RJ0 | 1.5% of 360,000 active | CHO RD-HGA16 TAAR1, Fluo-8 calcium fluorescence, antagonist;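 active means inhibition above a per-plate cutoff, the mean inhibition of test compounds on that plate plus 3 SD, cut at about 49% in these data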;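 further: 0% = DMSO plus EC80 beta-PEA response and 100% = DMSO alone without agonist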
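Material: RD-HGA16 CHO cells with stable hTAAR1 and Gα16; Dosing: single nominal final test compound concentration of 3 µM; Schedule: seeding 17-24 h prior, 75-min 37 °C, 30-min RT dye loading; Detection: kinetic Fluo-8 calcium fluorescence measurement; Measure: % inhibition from peak post-agonist over basal fluorescence ratio; Benchmarks: vehicle and agonist controls.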
CHO parental Ca: counter-screen for OX1R antagonists: effect in parental CHO cells; parental CHO-K1, ATP-induced calcium, Fluo-8 fluorescence; inhibition, % at 5.6 µM; 0.63% of 330,000 active;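 active means inhibition above that plate's mean sample inhibition plus 3 SD, cut at about 26% in these data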;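 further: 0% = ATP-challenged DMSO wells and 100% = DMSO wells without ATP; some compounds past the cut are filed as inactive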
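Test system: parental CHO cells; detection: calcium-sensitive Fluo-8 fluorescence; evaluation: percent inhibition of calcium signal; also added: ATP as calcium-mobilizing challenge; repeats: one well per compound; control set: ATP-challenged DMSO wells low, unchallenged DMSO wells high; compound: single nominal dose of 5.6 µM per compound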
M1 PAM parental: M1 PAM counterscreen hit in parental CHO-K1 cells. ATP EC20, Fluo-8 calcium fluorescence; 0% at ATP EC20, 100% at ATP max. 0.02% of 360,000 active. activation, % at 3 µM. AID 602247;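 active means activation above the run cutoff, the mean activation of all test compounds plus 3 SD, cut at about 40% in these data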;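 further: peak over basal fluorescence ratio in a 140 s read after ATP addition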
OXTR potentiate: potentiates the human oxytocin receptor response | activation, % at 3 µM | P30559 | 0.061% of 320,000 active | CHO-OTR cells, Fluo-8 calcium fluorescence, potentiator mode; 0% = oxytocin EC15, 100% = EC100;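 active means activation above that plate's cutoff, the mean activation of tested compounds plus 3 SD, cut at about 6.6% in these data, passing the limit was not always enough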;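 further: 100% uses oxytocin at 75 nM as the full agonist control; some results filed as inactive read as strong as hits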
Target sequence (P30559 whole entry, looked up): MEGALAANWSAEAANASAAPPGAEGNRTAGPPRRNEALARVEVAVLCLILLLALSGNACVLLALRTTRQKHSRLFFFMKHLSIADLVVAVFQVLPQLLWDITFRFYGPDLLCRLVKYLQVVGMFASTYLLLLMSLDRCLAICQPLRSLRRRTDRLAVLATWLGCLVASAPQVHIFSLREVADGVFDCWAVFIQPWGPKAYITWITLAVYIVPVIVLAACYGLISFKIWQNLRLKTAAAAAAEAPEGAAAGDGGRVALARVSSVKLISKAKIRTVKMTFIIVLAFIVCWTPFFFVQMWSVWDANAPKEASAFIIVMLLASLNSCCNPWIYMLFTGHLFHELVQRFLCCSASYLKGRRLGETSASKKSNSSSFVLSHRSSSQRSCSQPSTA
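Material: human OTR in CHO cells. Compound: 3.0 µM, one dose. Timing: compound 6 min at room temperature before oxytocin, 100 s read. Evaluation: % activation of max/min ratio relative to oxytocin controls. Replication: single well per compound, singlicate. Signal: Fluo-8 calcium dye fluorescence.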
M1 ag: activates human CHRM1 receptor; CHO-K1 hM1, Fluo-8 calcium fluorescence, agonist mode; 0% DMSO, 100% acetylcholine EC100; activation, % at 3 µM; 0.33% of 360,000 active; AID 588814;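 active means activation above the run's mean compound activation plus 3 SD, cut at about 16% in these data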;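 further: peak over basal fluorescence ratio within a 140 s kinetic read after compound addition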
Active calls of the source: *.

What do the screens show for `CCCS(=O)(=O)N1CCC(C(=O)NCCc2ccc(OC)c(OC)c2)CC1`?
TAAR1 agonist: 3; CHO-K1 Ca ag: 0.2; V1aR counter: 0.3; CHO-K1 Ca antag: 0; TAAR1 antagonist: -34; CHO parental Ca: -12; M1 PAM parental: 6; OXTR potentiate: -2; M1 ag: -2

What do the screens show for `O=c1cc2c(c(-c3ccccc3)n1Cc1ccccc1)[C@@H](CCO)NC2`?
TAAR1 agonist: 2; CHO-K1 Ca ag: 0.4; CHO-K1 Ca antag: -6; TAAR1 antagonist: -7; M1 PAM parental: 4; M1 ag: -9

Results for Cc1oc2c(CN3CCOCC3)c(O)ccc2c(=O)c1-c1ccccc1 ?
TAAR1 agonist: 3; CHO-K1 Ca ag: 0.3; V1aR counter: 0.2; CHO-K1 Ca antag: -3; TAAR1 antagonist: -1; CHO parental Ca: -16; M1 PAM parental: 14; OXTR potentiate: -1; M1 ag: -5

Results for CSc1nc(Oc2ccc(Cl)cc2)c2sccc2n1 ?
TAAR1 agonist: -1; CHO-K1 Ca ag: 0.1; V1aR counter: 0.0; CHO-K1 Ca antag: -11; TAAR1 antagonist: -6; CHO parental Ca: -28; M1 PAM parental: 18; OXTR potentiate: -11; M1 ag: -3

What do the screens show for `COc1ccc(S(=O)(=O)N2CCN(Cc3cccc([N+](=O)[O-])c3)CC2)cc1`?
TAAR1 agonist: -2; CHO-K1 Ca ag: -0.3; V1aR counter: -0.1; CHO-K1 Ca antag: -9; TAAR1 antagonist: -7; CHO parental Ca: -14; M1 PAM parental: -10; OXTR potentiate: -10; M1 ag: -3

Results for CCN(CC)C(=O)Oc1ccc(Cl)c2ccccc12 ?
TAAR1 agonist: 9; CHO-K1 Ca ag: -0.8; V1aR counter: -1.2; CHO-K1 Ca antag: -10; TAAR1 antagonist: 0; CHO parental Ca: -15; M1 PAM parental: 9; OXTR potentiate: 6; M1 ag: -8

How did CCN1C(=O)/C(=C\c2ccncc2)SC1=S do in these assays?
TAAR1 agonist: 2; CHO-K1 Ca ag: 0.6; V1aR counter: 0.5; CHO-K1 Ca antag: -7; TAAR1 antagonist: -35; CHO parental Ca: -13; M1 PAM parental: -2; OXTR potentiate: -11; M1 ag: -2

What do the screens show for `O=C(Nc1ccccc1Cl)c1cc(S(=O)(=O)N2CCCC(C(=O)O)C2)ccc1F` (configuration not stated)?
TAAR1 agonist: 10; CHO-K1 Ca ag: 0.4; V1aR counter: -0.1; CHO-K1 Ca antag: -12; TAAR1 antagonist: 5; CHO parental Ca: -4; M1 PAM parental: 20; OXTR potentiate: -5; M1 ag: 2

What do the screens show for `Cc1cccn2c(=O)c3cc(C(=O)N4COCC4(C)C)sc3nc12`?
TAAR1 agonist: 5; CHO-K1 Ca ag: -0.3; V1aR counter: -0.3; CHO-K1 Ca antag: -19; TAAR1 antagonist: 10; CHO parental Ca: -3; M1 PAM parental: 18; OXTR potentiate: -16; M1 ag: -1

What do the screens show for `CN(C)/C=C1\C(=O)N(c2ccc(Oc3ccccc3)cc2)CS1=O` (configuration not stated)?
TAAR1 agonist: 1; CHO-K1 Ca ag: 0.7; V1aR counter: 1.7; CHO-K1 Ca antag: -4; TAAR1 antagonist: 11; CHO parental Ca: 6; M1 PAM parental: 3; OXTR potentiate: 4; M1 ag: -3

What do the screens show for `CSc1ccc(CNC(=O)c2ccc(NC(=O)C3=CSCCO3)cc2)cc1`?
TAAR1 agonist: 1; CHO-K1 Ca ag: 2.3; V1aR counter: 1.8; CHO-K1 Ca antag: -9; TAAR1 antagonist: 22; CHO parental Ca: -8; M1 PAM parental: 22; OXTR potentiate: -6; M1 ag: -2

Results for O=C(Nc1cccc(S(=O)(=O)N2CCCC2)c1)C1CCCN1C(=O)c1cccs1 (configuration not stated) ?
TAAR1 agonist: 3; CHO-K1 Ca ag: 0.1; V1aR counter: -0.4; CHO-K1 Ca antag: -14; TAAR1 antagonist: -29; CHO parental Ca: -13; M1 PAM parental: 26; OXTR potentiate: 1; M1 ag: -6

What do the screens show for `O=C(CSc1ccsc1[N+](=O)[O-])N1CCCCCC1`?
TAAR1 agonist: 0; CHO-K1 Ca ag: 0.0; V1aR counter: -0.9; CHO-K1 Ca antag: 0; TAAR1 antagonist: -10; CHO parental Ca: -9; M1 PAM parental: -1; OXTR potentiate: -5; M1 ag: -10

Results for Cc1ccc(C2CC(=O)Oc3cc(O)ccc32)cc1 (configuration not stated) ?
TAAR1 agonist: 2; CHO-K1 Ca ag: 0.7; V1aR counter: 2.5; CHO-K1 Ca antag: -5; TAAR1 antagonist: 6; CHO parental Ca: -7; M1 PAM parental: 4; OXTR potentiate: -11; M1 ag: -5

What do the screens show for `NC(=O)CC[C@H](NC(=O)c1ccc(Cl)cc1)C(=O)NNC(=O)COc1cccc(Br)c1`?
TAAR1 agonist: 2; CHO-K1 Ca ag: 0.1; V1aR counter: 1.0; CHO-K1 Ca antag: -3; TAAR1 antagonist: -15; CHO parental Ca: -10; M1 PAM parental: -10; OXTR potentiate: -1; M1 ag: -2

Next part (two carried over from the part before).
Results for Cc1ccc(C2CC(=O)Oc3cc(O)ccc32)cc1 (configuration not stated) ?
TAAR1 agonist: 2; CHO-K1 Ca ag: 0.7; V1aR counter: 2.5; CHO-K1 Ca antag: -5; TAAR1 antagonist: 6; CHO parental Ca: -7; M1 PAM parental: 4; OXTR potentiate: -11; M1 ag: -5

What do the screens show for `NC(=O)CC[C@H](NC(=O)c1ccc(Cl)cc1)C(=O)NNC(=O)COc1cccc(Br)c1`?
TAAR1 agonist: 2; CHO-K1 Ca ag: 0.1; V1aR counter: 1.0; CHO-K1 Ca antag: -3; TAAR1 antagonist: -15; CHO parental Ca: -10; M1 PAM parental: -10; OXTR potentiate: -1; M1 ag: -2

How did CC(=O)N1CCC(C(=O)OCc2ccccc2F)(c2ccccc2)CC1 do in these assays?
TAAR1 agonist: 2; CHO-K1 Ca ag: 1.3; V1aR counter: 3.3; CHO-K1 Ca antag: -7; TAAR1 antagonist: 1; CHO parental Ca: -29; M1 PAM parental: -18; OXTR potentiate: -7; M1 ag: -6

Results for Cc1cc(NC(=O)CCC(=O)N(CC(=O)NC2CCCC2)c2ccc(C)c(F)c2)no1 ?
TAAR1 agonist: 9; CHO-K1 Ca ag: -0.6; V1aR counter: -0.2; CHO-K1 Ca antag: -17; TAAR1 antagonist: 1; CHO parental Ca: -4; M1 PAM parental: 15; OXTR potentiate: -7; M1 ag: 1

What do the screens show for `Cc1cc(C)cc(-n2c3ccc(NC(=O)Cc4cccc5ccccc45)cc3c(=O)n2C)c1`?
TAAR1 agonist: 1; CHO-K1 Ca ag: 0.8; CHO-K1 Ca antag: -15; TAAR1 antagonist: -11; M1 PAM parental: 25; M1 ag: -5

What do the screens show for `Cc1ccc(C(=O)N/C(=C/c2ccco2)C(=O)NCCc2c[nH]c3ccccc23)cc1`?
TAAR1 agonist: 1; CHO-K1 Ca ag: 1.5; V1aR counter: 0.0; CHO-K1 Ca antag: -14; TAAR1 antagonist: 14; CHO parental Ca: -19; M1 PAM parental: 28; OXTR potentiate: -5; M1 ag: -8

What do the screens show for `CCC(Sc1ncccn1)C(=O)Nc1cc(C)on1` (configuration not stated)?
TAAR1 agonist: 5; CHO-K1 Ca ag: -0.4; V1aR counter: -0.6; CHO-K1 Ca antag: 1; TAAR1 antagonist: 9; CHO parental Ca: 2; M1 PAM parental: 1; OXTR potentiate: 2; M1 ag: -4

What do the screens show for `CC1=CC(C)C(COC(=O)CN2CCCCC2)C(C)C1` (configuration not stated)?
TAAR1 agonist: 1; CHO-K1 Ca ag: 0.1; V1aR counter: -1.6; CHO-K1 Ca antag: 0; TAAR1 antagonist: -15; CHO parental Ca: -16; M1 PAM parental: -7; OXTR potentiate: -10; M1 ag: -8

Results for CC1CN(Cc2ccc(C#N)cc2Cl)CC(C)O1 (configuration not stated) ?
TAAR1 agonist: 6; CHO-K1 Ca ag: 1.1; V1aR counter: 0.5; CHO-K1 Ca antag: -9; TAAR1 antagonist: -6; CHO parental Ca: -13; M1 PAM parental: 19; OXTR potentiate: -7; M1 ag: -4

Results for CCCN(CCC)S(=O)(=O)c1ccc(C(=O)Nc2ccc(OCC(=O)N3CCOCC3)cc2)cc1 ?
TAAR1 agonist: 10; CHO-K1 Ca ag: 1.6; V1aR counter: 2.4; CHO-K1 Ca antag: 0; TAAR1 antagonist: 1; CHO parental Ca: -11; M1 PAM parental: 1; OXTR potentiate: -18; M1 ag: -4

Results for COc1cc(O)c2c(c1)COC2=O ?
TAAR1 agonist: 1; CHO-K1 Ca ag: -0.1; V1aR counter: 0.2; CHO-K1 Ca antag: 12; TAAR1 antagonist: -15; CHO parental Ca: -3; M1 PAM parental: -1; OXTR potentiate: -5; M1 ag: -5

How did O=S(=O)(Nc1ccc2oc(-c3ccccc3)nc2c1)c1ccccc1 do in these assays?
TAAR1 agonist: 13; CHO-K1 Ca ag: 0.1; V1aR counter: 0.1; CHO-K1 Ca antag: -12; TAAR1 antagonist: -15; CHO parental Ca: -11; M1 PAM parental: 8; OXTR potentiate: -3; M1 ag: -7

Results for N/C(COc1cccc(C(F)(F)F)c1)=N\NC(=O)c1cccnc1Oc1ccccc1 ?
TAAR1 agonist: 11; CHO-K1 Ca ag: 0.1; V1aR counter: 2.5; CHO-K1 Ca antag: 12; TAAR1 antagonist: 9; CHO parental Ca: -11; M1 PAM parental: -6; OXTR potentiate: -5; M1 ag: 6

What do the screens show for `COc1ccc(/C=C(\NC(=O)c2ccc(OC)cc2)C(=O)Nc2cccc(C(=O)O)c2)cc1`?
TAAR1 agonist: 2; CHO-K1 Ca ag: 1.1; CHO-K1 Ca antag: -13; TAAR1 antagonist: -7; M1 PAM parental: 4; M1 ag: -4

Results for COc1ccc(S(=O)(=O)N2CCC(C(=O)NCCc3ccc4c(c3)OCO4)CC2)cc1 ?
TAAR1 agonist: 3; CHO-K1 Ca ag: 0.7; V1aR counter: 1.5; CHO-K1 Ca antag: 4; TAAR1 antagonist: 1; CHO parental Ca: -10; M1 PAM parental: -5; OXTR potentiate: -15; M1 ag: -3

Results for COc1cccc(Nc2nnc(SCC(=O)N3CC(=O)Nc4ccccc43)s2)c1 ?
TAAR1 agonist: 4; CHO-K1 Ca ag: 3.8; V1aR counter: 0.1; CHO-K1 Ca antag: -16; TAAR1 antagonist: 10; CHO parental Ca: -19; M1 PAM parental: -2; OXTR potentiate: -4; M1 ag: -3
